KCNQ1 act: human KCNQ1 channel potentiation or activation | CHO-K1 KCNQ1, thallium flux FluxOR fluorescence; stronger effect = higher value | B-score at 10 µM | hit rate 0.35% among 310,000 | AID 2648;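 active = fluorescence ratio B-score, a plate-corrected score, at least three library SD, with initial intensity B-score within 5 SD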
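Medium – assay buffer, equal DMSO in all wells · Material – CHO-K1 cell line with stable KCNQ1 potassium channel expression · Signal – kinetic FluxOR thallium fluorescence, 10-s 1-Hz baseline, 110-s post-stimulus read · Compound – single concentration per compound, DMSO matched to controls · Schedule – 37 °C overnight plating, 90-min dark dye load, 20-min compound pretreatment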
PolyA inhibitor: blocks polyadenylation in yeast reporter cells; S. cerevisiae SKY197-pL101 polyadenylation reporter, beta-gal luminescence; efflux-impaired pdr1/pdr3 knockout yeast; score 100 = 6 SD above DMSO; calls only at 12 µM; hit rate 0.02% among 300,000;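 active = lowest replicate activity score at least 50, where 100 means six control SD above control mean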;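 note: yeast exposed to compound for 9 h at 30 °C; higher score means more reporter readthrough which indicates perturbed polyadenylation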
Platelet DG rel: modulates dense granule release in human platelets | human platelet-rich plasma, SFLLRN dense granule ATP release, luminescence | hit rate 0.22% among 300,000 | inhibition, %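 (compounds screened at 7.5 µM in platelet-rich plasma)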 | AID 1663;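 active = mean replicate score, as percent of positive control, at or above 50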
KCNK3 inh: human KCNK3 channel inhibition, primary screen; hit rate 0.84% among 340,000; CHO-KCNK3 thallium flux, FluxOR fluorescence; stronger effect = lower value; B-score at 10 µM; AID 602410;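 active = B-score under library mean minus 4 SD, starting fluorescence ratio at most library mean plus 5 SD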;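 note: more negative B-score means stronger inhibition of thallium flux through KCNK3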
hERG rescue: compounds protecting human hERG from proarrhythmic drug block | AID 1511 | hit rate 0.51% among 310,000 | activation (rescue from dofetilide block), less the hit threshold, % at 10 µM | CHO-hERG, FluxOR thallium flux, dofetilide IC70 present;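 active = activation above the mean of controls blocked by dofetilide plus 5 SD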;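 note: thallium influx through hERG after potassium depolarization seen as dye fluorescence rise; in these data hits start at about 4.7%; inactives centre near -7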
TRPC4 act: TRPC4 (mouse) channel activation | Q9QUQ5 | HEK293 TRPC4beta/mu-opioid, Fluo4 calcium fluorescence; stronger effect = higher value | B-score at 10 µM | hit rate 0.49% among 310,000;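 active = B-score above 5 SD of library B-scores, and initial fluorescence ratio not above library mean plus 5 SD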;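 note: positive B-score marks a calcium rise read as TRPC4 activation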
Target sequence (Q9QUQ5 whole entry, looked up): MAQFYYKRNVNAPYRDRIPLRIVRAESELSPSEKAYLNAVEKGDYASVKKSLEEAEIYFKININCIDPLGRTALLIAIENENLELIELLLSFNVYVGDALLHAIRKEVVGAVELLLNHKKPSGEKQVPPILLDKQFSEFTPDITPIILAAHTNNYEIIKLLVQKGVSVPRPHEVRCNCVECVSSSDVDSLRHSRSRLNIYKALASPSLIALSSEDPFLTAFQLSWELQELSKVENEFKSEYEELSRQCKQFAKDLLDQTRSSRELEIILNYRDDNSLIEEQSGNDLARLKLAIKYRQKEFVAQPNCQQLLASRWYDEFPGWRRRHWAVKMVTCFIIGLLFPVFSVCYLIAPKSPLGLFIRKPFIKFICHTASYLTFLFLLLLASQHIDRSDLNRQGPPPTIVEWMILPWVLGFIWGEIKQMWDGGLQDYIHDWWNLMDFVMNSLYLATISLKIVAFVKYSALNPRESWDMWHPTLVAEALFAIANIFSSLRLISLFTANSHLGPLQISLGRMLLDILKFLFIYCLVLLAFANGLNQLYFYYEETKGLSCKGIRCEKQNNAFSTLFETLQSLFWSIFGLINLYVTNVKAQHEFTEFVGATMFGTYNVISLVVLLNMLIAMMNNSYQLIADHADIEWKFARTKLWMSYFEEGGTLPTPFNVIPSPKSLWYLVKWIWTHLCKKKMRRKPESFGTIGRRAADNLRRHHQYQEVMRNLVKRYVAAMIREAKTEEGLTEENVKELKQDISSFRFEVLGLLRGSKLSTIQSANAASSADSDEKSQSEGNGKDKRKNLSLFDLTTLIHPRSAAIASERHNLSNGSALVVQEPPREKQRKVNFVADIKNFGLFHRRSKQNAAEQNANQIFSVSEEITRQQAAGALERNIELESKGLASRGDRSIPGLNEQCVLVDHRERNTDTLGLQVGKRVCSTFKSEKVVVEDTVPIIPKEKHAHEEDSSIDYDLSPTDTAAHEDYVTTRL
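System – HEK293 cells stably co-expressing mouse TRPC4beta and mu-opioid receptor · Signal – Fluo4 calcium-sensitive dye fluorescence, kinetic, 1 Hz baseline · Benchmarks – buffer (low) and maximal DAMGO (high) · Read-out – B score of integrated fluorescence ratio per well · Incubation – dye loading 45 min room temperature, 110 s kinetic read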
TRPC4 potent: TRPC4 (mouse) allosteric potentiation | Q9QUQ5 | HEK293 TRPC4beta/mu-opioid, DAMGO EC20, Fluo-4 Ca2+ flux; stronger effect = higher value | B-score at 10 µM | hit rate 0.42% among 310,000;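 active = B-score of calcium response area above 5 SD of library B-scores, with initial fluorescence ratio within 5 SD of library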;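 note: B-score of integrated fluorescence ratio over time as area under calcium response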
Dyrk1A ADPGlo: Dyrk1A (rat) kinase inhibition | ADP-Glo luminescence, NFATc1 peptide | Q63470 | hit rate 0.43% among 310,000 | inhibition, % at 12.5 µM | AID 504441; in the data active = inhibition above about 50%;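 note: plate controls were vehicle with enzyme for no effect and no enzyme for full effect; many of its hits are not listed in these tables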
KCNK9 block: inhibitors of human KCNK9 two-pore domain potassium channel; Q9NPC2; HEK293 KCNK9, FluxOR thallium flux fluorescence; stronger effect = lower value; B-score at 10 µM; hit rate 1.2% among 310,000;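 active = ratio B-score over 3 SD below the library mean, with starting fluorescence within 5 SD of its mean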;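 note: negative B-score means less thallium flux so channel inhibition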
TRPC4 block: TRPC4 (mouse) channel inhibition | B-score at 10 µM | hit rate 0.39% among 300,000 | HEK293 TRPC4beta/mu-opioid, DAMGO-evoked Fluo4 calcium flux; stronger effect = lower value | AID 2247;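 active = B-score over 3 SD under the library average, no early fluorescence shift, positive overall ratio signal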
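Signal: kinetic Fluo4 fluorescence imaging of calcium influx. Material: stable TRPC4beta/mu-opioid receptor HEK293 cells. Probe or stimulus: DAMGO in two steps, submaximal then maximal.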
KCNQ1 block: human KCNQ1 channel inhibition; B-score at 10 µM; P51787; hit rate 1.3% among 310,000; CHO-K1 KCNQ1, FluxOR thallium flux fluorescence; stronger effect = higher value;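 active = compounds whose thallium flux B-score, printed positive for inhibition, exceeds three library SD while starting fluorescence stays within three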;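 note: channel opened by potassium depolarization with thallium stimulus after 20 min compound exposure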
* hit, by the source's call; i = inactive; x = no result given. This is a subset; the hit share may differ from the screen's.

Values in the order – KCNQ1 act | PolyA inhibitor | Platelet DG rel | KCNK3 inh | hERG rescue | TRPC4 act | TRPC4 potent | Dyrk1A ADPGlo | KCNK9 block | TRPC4 block | KCNQ1 block
1	CC1=CC(=C2N=C(c3ccccc3)OC2=O)C=C(C)O1
→ i | i | 3.8 | i | -8.9 | i | i | -2.6 | i | i | i
2	CN(CC(=O)N1CCOCC1)S(=O)(=O)c1cc(Cl)ccc1Cl
→ i | i | 1.4 | i | -9.9 | i | i | -2.7 | i | i | i
3	COc1ccccc1C(=O)NC(=S)Nc1ccc2[nH]c(=O)[nH]c2c1
→ i | i | 5.0 | i | -4.8 | i | i | -3.9 | i | i | i
4	Cc1ccc(CNC(=O)c2ccccc2CCc2ccccc2)cc1
→ i | x | -8.2 | i | -1.3 | i | i | 3.7 | i | i | i
5	CC1CCC(NC(=O)CN2C(=O)NC(C)(C)C2=O)CC1 (stereo unspecified)
→ i | i | 0.3 | i | -10.7 | i | i | 2.3 | i | i | i
6	Cc1cc2[nH]c(=O)c(=O)[nH]c2cc1S(=O)(=O)N1CCN(c2ccccc2F)CC1
→ i | i | -5.8 | i | -9.5 | i | i | -6.4 | i | i | i
7	COc1ccc(CNC(=O)CSc2nnnn2-c2ccc(O)cc2)cc1
→ i | i | 9.8 | i | -7.2 | i | i | 14.3 | i | i | i
8	CCOC(=O)N1CCC(NC(=O)CS(=O)(=O)Cc2nc(-c3cccc(Cl)c3)oc2C)CC1
→ i | i | 8.7 | i | -6.2 | i | i | 5.7 | i | i | i
9	COc1ccc(S(=O)(=O)N[C@@H](CSCc2ccccc2)C(=O)O)cc1
→ i | x | x | i | -5.7 | i | i | -3.3 | i | i | i
10	Cc1ccc(-n2nc3c(=O)n(CCCC(=O)NCCc4ccccc4)nc(C)c3c2C)cc1
→ i | i | -5.4 | i | -4.3 | i | i | 4.0 | i | i | i
11	CCn1c(SCC(=O)N/N=C/c2ccccc2OCC(=O)O)nnc1-c1ccccc1
→ i | x | 3.1 | x | -1.9 | i | i | x | i | i | i
12	Cc1cc2nc(-c3ccc(SCC(=O)NC(C)C)nc3)[nH]c2cc1C
→ i | i | 16.0 | x | -8.8 | i | i | x | i | i | i
13	CCNC(=S)NN=C1CCC(C(C)(C)C)CC1 (stereo unspecified)
→ i | i | 7.3 | i | -1.8 | i | i | -4.7 | i | i | i
14	COCCNC(=O)C(c1ccc(Cl)cc1)N(C(=O)Cn1nnc2ccccc21)c1cccnc1 (stereo unspecified)
→ i | i | 1.5 | i | 2.9 | i | i | 5.0 | i | i | i
15	Cc1cc(C)nc(NS(=O)(=O)c2ccc(NC(=O)Cn3c(=O)oc4ccccc43)cc2)n1
→ i | i | 3.8 | i | -3.8 | i | i | 2.2 | i | i | i
16	Cc1c(C)c2ccc(O[C@@H]3O[C@H](CO)[C@H](O)[C@H](O)[C@H]3O)c(C)c2oc1=O
→ i | i | 0.9 | i | -9.0 | i | i | 0.4 | i | i | i
17	O=C(NC1CC1)C1CCN(C2CCN(C(=O)/C=C/c3cccc(F)c3F)CC2)CC1
→ i | i | -0.3 | i | -19.4 | i | i | 1.8 | i | i | i
18	CN1C=CC=C/C1=C1\SC(=S)N(C2CCCCC2)C1=O
→ i | i | 5.2 | i | -14.2 | i | i | 3.2 | i | i | i
19	Cc1ccc2c(c1)NC(=O)c1cccc([N+](=O)[O-])c1CO2
→ i | i | -4.7 | x | -10.1 | i | i | x | i | i | i
20	Cc1nnc(SCC(=O)NN2C(=O)NC3(CCCCC3)C2=O)s1
→ i | i | 8.6 | i | -4.8 | i | i | -3.0 | i | i | i
21	CCn1c(Cc2ccccc2)nnc1SCC(=O)N1CCCCC1
→ i | i | -3.7 | i | -9.1 | i | i | 1.8 | i | i | i
22	C#CCSc1nnc(-c2ccc(OC)cc2)o1
→ i | i | 5.9 | i | -6.9 | i | i | -3.0 | i | i | i
23	Cc1c(C(=O)N2CCCC2)c(S(=O)(=O)NCC(C)c2ccccc2)c(C)n1C (stereo unspecified)
→ i | i | -2.6 | i | -7.1 | i | i | 4.0 | i | i | i
24	CCOC(=O)/C(=N/Nc1ccccc1)Sc1nnc(CCc2ccccc2)n1-c1ccccc1
→ i | i | -7.1 | i | -9.3 | i | i | 3.9 | i | i | i
25	C=CCN1C(=O)/C(=C/c2ccc(OC)cc2)S/C1=N/c1nccs1
→ i | i | -9.1 | i | -10.7 | i | i | 7.7 | i | i | i
26	COc1cc2nc(N(CCCN(C)C)C(=O)c3ccc(C(=O)c4ccccc4)cc3)sc2cc1OC
→ i | i | -3.1 | i | -17.6 | i | i | 11.7 | i | i | i
27	CC(=O)c1c(C)[nH]c(C(=O)Nc2ccccc2Cl)c1C
→ i | i | -5.1 | i | 0.8 | i | i | 5.7 | i | i | i
28	Cc1nc(C(=O)Nc2ccc(F)cc2)nn1-c1ccc([N+](=O)[O-])cc1
→ i | i | -7.1 | i | -17.4 | i | i | 2.5 | i | i | i
29	N#Cc1ccc(Oc2ccc(/C=N/O)cn2)cc1
→ i | i | -1.9 | i | -6.3 | i | i | -0.6 | i | i | i
30	Oc1ccccc1OCc1nc2ccccc2s1
→ i | i | 1.7 | i | -14.4 | i | i | 12.2 | i | i | i
31	COc1ccc(OC)c(NC(=O)Cn2c(-c3ccc(Cl)cc3)noc2=O)c1
→ i | i | -1.3 | i | 1.7 | i | i | -1.4 | i | i | i
32	O=P(CCN1CCCCC1)(c1ccccc1)c1ccccc1
→ i | i | -3.1 | i | -8.5 | i | i | 5.2 | i | i | i
33	CC1CCN(c2ccc([N+](=O)[O-])c(SCCO)c2)CC1
→ i | i | -1.1 | i | -5.7 | i | i | 13.0 | i | i | i
34	C/C(=N\NC(=O)C1CC1)c1ccc(C(C)(C)C)cc1
→ i | x | x | i | -7.8 | i | i | 0.9 | i | i | i
35	Cc1ccnc(Sc2ccc([N+](=O)[O-])cn2)n1
→ i | i | 1.3 | i | -8.4 | i | i | -0.9 | i | i | i
36	COc1ccc(Cc2nnc(NC(=O)c3ccccc3Cl)s2)cc1OC
→ i | i | 0.1 | i | -9.7 | i | i | 5.4 | i | i | i
37	CCN(C(=O)CN1C(=O)c2ccc([N+](=O)[O-])cc2C1=O)C1CCCCC1
→ i | i | 14.0 | i | -9.2 | i | i | 1.4 | i | i | i
38	O=C(Nc1nc(-c2nc3ccccc3s2)cs1)C1COc2ccccc2O1 (stereo unspecified)
→ i | i | 0.1 | i | -12.7 | i | i | 3.0 | i | i | i
39	COc1ccnc(Oc2ccc(C)cc2C)c1C#N
→ i | i | 5.4 | i | -0.7 | i | i | -6.0 | i | i | i
40	O=C(OCCN=C1NS(=O)(=O)c2ccccc21)c1cccc([N+](=O)[O-])c1
→ i | i | -3.7 | i | -5.0 | i | i | 3.4 | i | i | i
41	Cc1ccc(NC(=O)c2cccc3c2C(=O)N(C2CCCCC2)C3)cc1
→ i | i | 2.9 | -9.41* | -9.6 | i | i | -5.3 | -9.56* | i | i
42	Nc1ccc(Nc2ccccc2N)cc1
→ i | x | 23.3 | i | -22.4 | i | i | -6.3 | i | i | i
43	O=C(c1ccccc1-c1nc(-c2ccc(Cl)cc2)no1)N1CCCC1
→ i | i | -9.5 | i | -10.2 | i | i | 0.3 | i | i | i
44	O=C1CC(c2ccc(F)cc2)C(n2cncn2)C(O)=C1C1NCCc2ccccc21 (stereo unspecified)
→ i | i | -0.3 | i | -2.1 | i | i | -6.3 | i | i | i
45	O=C1CCCCC1C(Nc1ccc(Br)cc1)c1ccccc1 (stereo unspecified)
→ i | i | -1.2 | i | -3.0 | i | i | 4.0 | -6.58* | i | 8*
46	CC1(C)OC(=O)C=C(CC2NS(=O)(=O)OC3CCCCC23)O1 (stereo unspecified)
→ i | i | 2.5 | i | 2.6 | i | i | 10.6 | i | x | i
47	CC1(C)Nc2ccccc2C(=O)N1c1ccccc1
→ i | i | -9.4 | i | -6.7 | i | i | -2.2 | i | i | i
48	Cc1cc(-c2csc(NC(=O)c3cc4ccccc4o3)n2)c(C)n1C
→ i | i | 1.1 | i | -7.6 | i | i | 3.2 | i | i | i
49	COc1ccc(-c2cc(C(=O)Nc3cc(OC)c(OC)c(OC)c3)no2)cc1
→ i | i | 8.7 | i | -4.9 | i | i | 2.6 | i | i | i
50	COc1ccc(NC(=O)C(c2ccc(C)cc2)N(C)C(=O)Cc2cccs2)cc1 (stereo unspecified)
→ i | i | -2.4 | i | -6.1 | i | i | -3.6 | i | i | i
51	CCOC(=O)c1cccc(NC(=S)N2CCN(c3ncc4c(=O)c(C(=O)O)cn(CC)c4n3)CC2)c1
→ i | i | 0.9 | i | -7.2 | i | i | -1.5 | i | i | i
52	CCCSc1nnc(CN2CCOCC2)n1C
→ i | i | x | i | -3.5 | i | i | -3.1 | i | i | i
53	COC(=O)c1ccc(NC(=O)C(=O)N2CCN(C(=S)Nc3cccc(OC)c3)CC2)cc1
→ i | i | -1.5 | i | -8.6 | i | i | -1.9 | i | i | i
54	CCS(=O)(=O)c1ccc(O)c(NC(=O)Nc2ccc(C(C)(C)C)cc2)c1
→ i | i | -6.1 | i | -8.6 | i | i | 8.7 | i | i | i
